Screens as filed in PubChem BioAssay.
NOD2 RIPK2 PPI = NOD2-RIPK2 protein interaction inhibition; inhibition, % at 4.98 µM; CHO BLA complementation NOD2-RIPK2, CCF4 ratio; 360,000 compounds, 0.38% hits; AID 624267; in the data active = inhibition above about 21%;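 also: 0% = vehicle only and 100% = reference blocker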
TLR9-MyD88 block = blocks human TLR9 binding to MyD88; Q9NR96+Q99836; CHO BLA complementation TLR9-MyD88, CCF4 FRET ratio; inhibition, % at 4.98 µM; 340,000 compounds, 0.21% hits;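 active = inhibition above the mean over all tested compounds plus 3 SD, cut at about 21% in these data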;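 also: 0% = DMSO only wells and 100% = clavulanate BLA inhibitor control wells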
ABHD5-PLIN5 inh = blocks binding of human ABHD5 to perilipin-5 | Split G. princeps luciferase complementation, luminescence, 4 h | 360,000 compounds, 0.78% hits | inhibition, % at 4 µM | Q00G26+Q8WTS1;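 active = inhibition above the mean inhibition across every tested compound plus 3 SD, cut at about 22% in these data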;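 also: 0% = DMSO only wells and the 100% control is not disclosed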
Target sequence (Q00G26 whole entry, looked up): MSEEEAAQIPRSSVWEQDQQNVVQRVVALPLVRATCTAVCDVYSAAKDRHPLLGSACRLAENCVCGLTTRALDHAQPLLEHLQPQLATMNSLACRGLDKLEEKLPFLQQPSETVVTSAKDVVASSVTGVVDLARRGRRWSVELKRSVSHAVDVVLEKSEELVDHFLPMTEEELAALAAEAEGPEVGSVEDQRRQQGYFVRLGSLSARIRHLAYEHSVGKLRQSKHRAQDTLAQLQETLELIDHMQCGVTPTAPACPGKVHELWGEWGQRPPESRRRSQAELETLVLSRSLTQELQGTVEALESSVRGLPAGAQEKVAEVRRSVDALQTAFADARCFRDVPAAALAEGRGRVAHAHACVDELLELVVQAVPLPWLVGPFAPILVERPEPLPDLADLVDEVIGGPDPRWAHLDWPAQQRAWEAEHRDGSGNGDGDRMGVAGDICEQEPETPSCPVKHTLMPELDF
Target sequence (Q8WTS1 whole entry, looked up): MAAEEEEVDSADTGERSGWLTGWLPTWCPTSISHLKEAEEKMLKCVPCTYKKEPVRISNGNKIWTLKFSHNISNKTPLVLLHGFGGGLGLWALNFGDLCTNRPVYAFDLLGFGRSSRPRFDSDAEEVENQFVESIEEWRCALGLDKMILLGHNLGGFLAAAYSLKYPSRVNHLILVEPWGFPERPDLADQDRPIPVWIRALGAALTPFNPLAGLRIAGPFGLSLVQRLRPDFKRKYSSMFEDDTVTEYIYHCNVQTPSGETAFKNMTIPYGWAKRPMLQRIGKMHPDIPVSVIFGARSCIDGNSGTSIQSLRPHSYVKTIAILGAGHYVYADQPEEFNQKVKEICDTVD
Exocytosis inh = lytic granule exocytosis inhibition | inhibition, % at 10 µM | AID 651702 | 360,000 compounds, 0.66% hits | TALL-104 LAMP-1 surface exposure, flow cytometry; cells stimulated with thapsigargin and PMA;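 active = inhibition above about 55%, limit read from the data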
aDG glyco act = increases alpha dystroglycan glycosylation; Pro5-aDG cells, alpha-DG glycosylation AlphaScreen (IIH6); 0% Pro5, 100% B10-LARGE cell signal; AID 624168; 360,000 compounds, 0.22% hits; activation, % at 10 µM;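 active = activation of at least 8% versus controls, or a plate z-score of at least 8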;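 also: Pro5 are CHO cells carrying HIG-tagged alpha-DG that lacks glycosylation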
MC4R barr agon = agonists of human melanocortin 4 receptor (MC4R) beta-arrestin; P32245; U2OS MC4R beta-arrestin complementation, luminescence; percent of melanotan II response, DMSO zero; activation, % at 8.9 µM; 360,000 compounds, 0.98% hits; AID 540308;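 active = activation above a per-plate cutoff, the mean activation of sample wells on that plate plus 3 SD, cut at about 8% in these data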
ABCB6 inh 2 = blocks the human ABCB6 transporter; Q9NP58; K562-ABCB6 porphyrin accumulation, flow cytometry, 1 h; hits give low values; fluorescence ratio to DMSO, % at 10 µM; 360,000 compounds, 0.19% hits;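 active = fluorescence ratio to DMSO below 75%, the collection mean minus 3 SD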;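 also: signal is porphyrin accumulated inside mitochondria; 100% equals median channel fluorescence of DMSO control wells; lower ratio means ABCB6 inhibition with less porphyrin fluorescence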
Vif inh = inhibitors of HIV Vif | 340,000 compounds, 0.35% hits | inhibition, % at 7.49 µM | AID 602346 | HEK293T cells, Vif self-association by quenched fluorescence, imaging, 24 h; in the data active = inhibition above about 50%, passing the limit was not always enough; also: some results filed as inactive read as strong as hits
MC4R antagonist = blocks human MC4R cAMP signaling; P32245; inhibition, % at 6.5 µM; MC4R-expressing cells, MTII-stimulated cAMP, LANCE TR-FRET; AID 540295; 360,000 compounds, 0.48% hits;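 active = inhibition above its plate's cutoff, the mean of tested wells on that plate plus 3 SD, cut at about 29% in these data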;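 also: 0% = Melanotan II alone and 100% = Melanotan II plus saturating MCL0020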
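material = U2OS cells stably expressing human melanocortin 4 receptor (MC4R) | also added = Melanotan II challenge | dosing = single nominal compound dose of 6.5 µM | detection = TR-FRET with Eu-cAMP and labeled anti-cAMP, 671 nm | replication = singlicate | timing = compound 30 min, challenge 1 h, detection 1 h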
N-glyco inh = N-linked glycosylation inhibition; D54 ERlucT glycosylation luciferase reporter, 24 h; percent of 100 nM tunicamycin response; reporter increase, % at 12.5 µM; 360,000 compounds, 0.23% hits; AID 588692;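 active = mean luciferase reporter signal, scaled so untreated is 0 and the glycosylation-blocking control 100, at or above a set limit in every replicate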;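 also: luciferase carries N-glycosylation sites so blocking glycosylation raises the light; 0% = median of neutral control wells and 100% = median of 100 nM tunicamycin wells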
The depositor's hits bear a star; i = inactive; nt = no result given. These rows are one share of the data; count on the stated rates, not on these rows.

SMILES	NOD2 RIPK2 PPI	TLR9-MyD88 block	ABHD5-PLIN5 inh	Exocytosis inh	aDG glyco act	MC4R barr agon	ABCB6 inh 2	Vif inh	MC4R antagonist	N-glyco inh
CCCCn1c(NCCN(C)C)nc2c1c(=O)[nH]c(=O)n2C	1	-3	8	5	0.1	2.1	101	23	15	1
CCN=C(NCC)SC1CC(=O)N(c2ccc(OC)cc2)C1=O (stereo unspecified)	0	4	-1	3	-0.2	0.9	94	-7	1	2
COc1ccc(NC(=O)Cc2nnc(SCC(=O)NC3CCCCC3C)n2C)cc1 (stereo unspecified)	1	7	-2	-6	0.0	-1.4	98	8	-1	0
Cc1nc2c(cc1C#N)C(=O)c1ccccc1-2	-1	7	1	-3	-0.1	-1.4	102	-2	-3	-2
O=C1CCC/C=C/C[C@@H](CC(=O)N(CCO)Cc2ccccc2)C(=O)NC[C@@H](c2ccccc2)O1	-4	4	18	4	0.1	-0.3	101	-1	4	3
Cc1ccc(S(=O)(=O)NCCC(=O)NNC(=O)c2ccccc2O)cc1C	-4	5	8	-2	0.5	-1.4	96	-3	9	-2
CCc1nnc(NC(=O)c2ccc3c(c2)C(=O)N(C(C)(C)C)C3=O)s1	-7	-2	-2	0	-0.1	0.9	96	-5	20	-1
O=C(Nc1cccc(-c2cccc(Cl)c2)c1)C1CCN(C2CCC2)CC1	14	10	14	14	1.9	0.0	106	1	1	-5
NC(=O)CSc1nnc(COc2ccccc2)n1Cc1ccco1	9	1	2	-1	-0.1	-0.6	106	9	15	2
COc1cc(NC(C(=O)Nc2cccc(C(C)=O)c2)c2ccccc2)cc(OC)c1OC (stereo unspecified)	-6	-12	9	0	0.2	2.3	92	8	6	27*
CCN1CCN(CC(=O)N2N=C(c3cccs3)CC2c2ccc(OC)c(OC)c2)C(=O)C1=O (stereo unspecified)	-19	-8	2	4	-0.2	0.9	98	-3	8	0
COc1ccc(Oc2nc(-c3cccnc3)nc3ccccc23)cc1	3	0	0	88*	0.0	-2.0	102	3	12	-3
COc1ccc(C2SCC(C(=O)O)N2C(C)=O)cc1OC (stereo unspecified)	-3	6	1	0	-0.1	-1.5	101	0	4	0
Cc1cccc(/C=N/c2sc3c(c2C#N)CCN(Cc2ccccc2)C3)c1O	3	-5	-3	-4	0.1	-0.8	113	9	-3	-1
Cc1ccc(C(=O)Nc2nccs2)cc1S(=O)(=O)N1CCCCC1	1	7	-1	3	-0.2	-1.5	108	-11	13	1

Some of these compounds in order of SMILES length, smallest number first.
SMILES	NOD2 RIPK2 PPI	TLR9-MyD88 block	ABHD5-PLIN5 inh	Exocytosis inh	aDG glyco act	MC4R barr agon	ABCB6 inh 2	Vif inh	MC4R antagonist	N-glyco inh
Cc1nc2c(cc1C#N)C(=O)c1ccccc1-2	-1	7	1	-3	-0.1	-1.4	102	-2	-3	-2
COc1ccc(C2SCC(C(=O)O)N2C(C)=O)cc1OC (stereo unspecified)	-3	6	1	0	-0.1	-1.5	101	0	4	0
CCN=C(NCC)SC1CC(=O)N(c2ccc(OC)cc2)C1=O (stereo unspecified)	0	4	-1	3	-0.2	0.9	94	-7	1	2
CCCCn1c(NCCN(C)C)nc2c1c(=O)[nH]c(=O)n2C	1	-3	8	5	0.1	2.1	101	23	15	1
Cc1ccc(C(=O)Nc2nccs2)cc1S(=O)(=O)N1CCCCC1	1	7	-1	3	-0.2	-1.5	108	-11	13	1
Cc1ccc(S(=O)(=O)NCCC(=O)NNC(=O)c2ccccc2O)cc1C	-4	5	8	-2	0.5	-1.4	96	-3	9	-2
Cc1cccc(/C=N/c2sc3c(c2C#N)CCN(Cc2ccccc2)C3)c1O	3	-5	-3	-4	0.1	-0.8	113	9	-3	-1
CCc1nnc(NC(=O)c2ccc3c(c2)C(=O)N(C(C)(C)C)C3=O)s1	-7	-2	-2	0	-0.1	0.9	96	-5	20	-1
COc1cc(NC(C(=O)Nc2cccc(C(C)=O)c2)c2ccccc2)cc(OC)c1OC (stereo unspecified)	-6	-12	9	0	0.2	2.3	92	8	6	27*
CCN1CCN(CC(=O)N2N=C(c3cccs3)CC2c2ccc(OC)c(OC)c2)C(=O)C1=O (stereo unspecified)	-19	-8	2	4	-0.2	0.9	98	-3	8	0
O=C1CCC/C=C/C[C@@H](CC(=O)N(CCO)Cc2ccccc2)C(=O)NC[C@@H](c2ccccc2)O1	-4	4	18	4	0.1	-0.3	101	-1	4	3

Other results follow:
SMILES	NOD2 RIPK2 PPI	TLR9-MyD88 block	ABHD5-PLIN5 inh	Exocytosis inh	aDG glyco act	MC4R barr agon	ABCB6 inh 2	Vif inh	MC4R antagonist	N-glyco inh
Cc1cc2oc(C(=O)NC3CCS(=O)(=O)C3)c(C)c2cc1C (stereo unspecified)	-1	-1	-2	0	0.1	-0.8	90	-2	3	1
c1ccc(OCc2ccc(CCCN3CCOCC3)cc2)cc1	-3	-1	-1	-4	0.0	-2.8	103	-3	-2	-2
CN(C)S(=O)(=O)c1ccc2nnn(OCC(=O)NC3CCS(=O)(=O)C3)c2c1 (stereo unspecified)	-8	4	5	15	0.3	-0.6	93	14	-1	0
CC(=O)c1cc(N2CCOCC2)ccc1[N+](=O)[O-]	0	11	0	-4	-0.2	0.3	94	2	-4	1
O=C(COC(=O)C12CC3CC(CC(C3)C1)C2)NC12CC3CC(CC(C3)C1)C2	-7	1	-12	-2	-0.2	-0.1	83	nt	9	0
COc1ccccc1NC(=O)N1CCN(c2ccc3nnc(-c4ccc(F)cc4)n3n2)CC1	-5	-3	0	3	0.1	-1.4	97	-2	1	11
O=[N+]([O-])c1ccc(COc2ccc(Br)cc2CN2CCOCC2)cc1	13	5	-6	0	0.0	-2.4	98	3	6	-4
COc1ccccc1N(CC(O)Cn1nc(C)cc1C)S(=O)(=O)c1ccccc1 (stereo unspecified)	1	nt	-3	-2	0.0	-2.5	98	-5	13	1
Cc1c(NC(=O)CSc2nc(-c3ccco3)cc(C(F)(F)F)n2)c(=O)n(-c2ccccc2)n1C	0	1	0	4	0.0	1.0	95	19	2	0
FC(F)(F)c1nc2ccccc2n2c(-c3ccc(Cl)cc3)nnc12	-8	4	2	-4	-0.7	-2.6	100	0	7	2
CCC(C)(C)NC(=O)C(c1ccc(OC)cc1)N(C(=O)CCC(=O)Nc1cc(C)on1)c1cccc(OC)c1 (stereo unspecified)	-9	-9	2	13	-0.1	0.8	100	1	-2	-2
CN1CCN(C(=O)CCN2C(=O)c3ccccc3S2(=O)=O)CC1	-18	-7	0	6	0.2	-1.4	97	3	-1	0
CCS(=O)(=O)NCc1csc(-c2ccccc2)n1	-2	9	-6	3	0.2	-1.4	97	16	2	2
CC[C@H](C)[C@H](NC(N)=O)C(=O)Nc1ccc(NC(C)=O)cc1	2	-4	4	-3	0.1	-0.9	93	2	0	2
Cc1ccc(C(=O)COC(=O)CNC(=O)CNC(=O)c2ccc(C)cc2)cc1	-7	4	2	-1	-0.2	0.0	99	4	11	1
CCc1ccc(S(=O)(=O)NCCc2cn3cccc(C)c3n2)s1	4	5	2	-6	0.2	-0.5	89	0	7	0
COC(=O)C[C@H]1C[C@@H]2c3cc(NC(=O)CN(C)C)ccc3O[C@@H]2[C@H](CO)O1	-9	-10	-3	-4	-0.2	1.4	102	-8	3	2
CCOC(=O)CSc1nnc(Cn2nnc3ccccc32)n1-c1ccc(F)cc1	-8	nt	-3	-3	-0.1	-1.6	98	11	4	3
O=S1(=O)c2c(F)cccc2O[C@@H](COCc2ccccc2)CN1CCc1ccc(F)cc1	-8	-14	-1	15	-0.1	-0.1	97	nt	8	-6
CCn1nc(C)c(Oc2ccccc2O)c1C	-7	2	0	0	0.2	-0.9	94	-11	0	0
COC(=O)C1C(O)C(C)C(O)C(C)(O)/C=C\C=C(/C)C(=O)Nc2c(C)c(OC(C)=O)c3c(c2O)C(=O)C(C)=C2OCOC(=C23)/C(C)=C/C(C)(O)C(O)C(C)C1O (stereo unspecified)	9	4	-12	8	-0.2	0.6	107	-3	10	0
CN(/N=C/c1ccccc1)C(=S)c1ccccc1	7	5	-2	-2	0.0	-1.5	100	14	6	-3
C=C1CCN([C@H](C(=O)NCc2ccc(OC)cc2)C(C)C)S(=O)(=O)c2ccccc21	5	5	1	-5	0.0	-0.4	100	-35	5	-3
O=C(Nc1ccc(C(=O)N2CCOCC2)cc1)c1cccc([N+](=O)[O-])c1	-12	-41	-5	-2	-0.4	-1.7	100	3	6	1
CCOC(=O)C(=O)Nc1ccc(S(=O)(=O)Nc2ncccn2)cc1	8	5	4	3	-0.2	-2.0	102	nt	4	3
Cc1cccc(N2CCN(S(=O)(=O)c3c(C)[nH]c(C)c3C(=O)N3CCCCC3)CC2)c1C	-11	-9	-2	3	0.2	0.7	101	-11	14	-3
CCc1ccc(Nc2ncnc3nc[nH]c23)cc1	4	1	3	-5	0.0	1.1	96	-2	7	-4
COc1cc(/C=C/C(=O)OCC(=O)N2CCC(Cc3ccccc3)CC2)ccc1O	2	-5	-2	2	0.9	-0.4	96	4	-6	-2
COC(=O)c1ccc(NCC(=O)Nc2cc(C)cc(C)c2)cc1	-17	-14	2	-4	-0.1	1.9	96	-6	9	-1
COc1ccccc1N=C1NC(=O)/C(=C/c2ccc(N(C)C)cc2)S1	17	9	4	67*	-0.2	-2.4	154	i	-22	15
C=CCOc1ccc(C2NC(=S)NC(c3ccccc3)=C2C(C)=O)cc1OC (stereo unspecified)	-8	1	0	0	-0.2	-5.3	95	-1	-2	17
CCCCNC(=O)[C@H]1C[C@H]1[C@@H](O)[C@H](CO)NC(=O)[C@H](COCc1ccccc1)NC(=O)OC(C)(C)C	-8	-8	6	-10	0.1	1.9	97	24	1	4
c1ccc(CSc2ncn(-c3ccccc3)n2)cc1	-11	8	8	2	0.0	-0.1	100	nt	5	-9
Cc1cc(/C=N/n2c(COc3ccccc3)nc3ccccc3c2=O)c(O)c([N+](=O)[O-])c1	0	-5	7	-3	0.4	-1.6	102	2	1	-3
COc1ccc(-n2nc(C(=O)NCC(=O)N3CCC(C(N)=O)CC3)c3ccccc3c2=O)cc1OC	-14	-2	-1	-1	0.0	-0.1	92	-4	5	1
CN(C)CCn1c2c(c(SCC(=O)NCc3ccccc3)nc1=O)CCCC2	2	5	-2	-4	0.3	-3.2	98	6	3	0
O=C(NCc1cccc(Cl)c1)C1Cc2c(-c3cccc(F)c3)ccnc2O1 (stereo unspecified)	14	nt	5	4	1.0	3.2	80	-4	2	2
CCN(c1ccc(F)cc1)S(=O)(=O)c1cccc2nsnc12	-5	-1	1	12	-0.2	1.2	100	2	3	0
